RPL19A-GFP yeast: modulators of TOR pathway RPL19A-GFP in S. cerevisiae; S. cerevisiae RPL19A-GFP strain, flow cytometry, 3 h; hits give low values; percent response vs DMSO, % at 10 µM; 330,000 compounds, 0.3% hits; AID 2025;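 active = percent response vs DMSO below 50%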;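 also: median channel GFP fluorescence of the barcoded RPL19A-GFP strain; ratio of sample median GFP to plate DMSO average so 100% = DMSO; lower means less RPL19A-GFP as with rapamycin TOR inhibition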
proCasp7 act: counter-screen: procaspase-7 (human) activation; P55210; recombinant procaspase-7, Ac-DEVD-pNA absorbance 405 nm; D23A/D198A/D206A triple mutant, cannot self-cleave; scale: DMSO 0, 5 µM enzyme 100; activation, % at 8.5 µM; 330,000 compounds, 0.093% hits;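 active = percent activation above the screen-wide mean plus 3 SD, cut at about 25% in these data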
Target sequence (P55210 whole entry D23A/D198A/D206A): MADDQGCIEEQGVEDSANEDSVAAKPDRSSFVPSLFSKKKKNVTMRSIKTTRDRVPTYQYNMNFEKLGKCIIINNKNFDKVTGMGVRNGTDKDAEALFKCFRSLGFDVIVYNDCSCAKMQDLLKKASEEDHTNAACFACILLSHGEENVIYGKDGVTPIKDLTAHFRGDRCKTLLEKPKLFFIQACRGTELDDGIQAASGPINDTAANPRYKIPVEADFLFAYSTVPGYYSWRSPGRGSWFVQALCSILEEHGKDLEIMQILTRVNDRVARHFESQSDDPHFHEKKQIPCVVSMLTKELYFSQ
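signal = Epi-absorbance of released pNA at 405 nm, two timepoints | assay system = Uncleavable procaspase-7 mutant enzyme | reagent = Ac-DEVD-pNA substrate, 400 µM as added | times = 1 h enzyme–compound preincubation and 2 h substrate reaction, both 25 °C | benchmarks = low DMSO alone, high DMSO plus 5 µM PC-7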
AHR act: activates the human aryl hydrocarbon receptor; P35869; AHR-responsive luciferase reporter cells, luminescence; 320,000 compounds, 2.5% hits; activation, % at 5 µM; in the data active = activation above about 47%;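 also: 0% = vehicle wells and 100% = reference agonist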
procasp3 activ: activators of human procaspase-3; recombinant procaspase-3 D3A, Ac-DEVD-pNA absorbance 405 nm; 330,000 compounds, 0.11% hits; activation, % at 8.5 µM; P42574;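 active = activation above the mean of all tested compounds plus 3 SD, cut at about 21% in these data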;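 also: 0% = DMSO alone and 100% = DMSO wells spiked with extra 5 µM PC-3 D3A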
Target sequence (P42574 whole entry D9A/D28A/D175A): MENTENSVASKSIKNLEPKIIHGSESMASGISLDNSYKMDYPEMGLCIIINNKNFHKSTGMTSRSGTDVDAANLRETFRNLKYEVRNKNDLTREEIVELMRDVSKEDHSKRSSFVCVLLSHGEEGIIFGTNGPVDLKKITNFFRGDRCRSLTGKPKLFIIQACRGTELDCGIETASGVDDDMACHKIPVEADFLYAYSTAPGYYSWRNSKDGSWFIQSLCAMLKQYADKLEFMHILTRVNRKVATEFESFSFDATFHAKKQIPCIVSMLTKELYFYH
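assay system = Procaspase-3 D3A mutant | signal = absorbance at 405 nm, 0 and 120 min | times = 1 h preincubation plus 2 h reaction at 25 °C | repeats = single replicate | read-out = % activation between DMSO and enzyme-spiked controls | medium = Zinc-free HEPES saline buffer with Triton X-100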
CIT2-GFP yeast: alters CIT2-GFP fluorescence in TOR pathway yeast screen; 320,000 compounds, 0.065% hits; GFP response vs DMSO, % at 10 µM; S. cerevisiae CIT2-GFP strain, flow cytometry, 3 h; 100 means same as DMSO wells;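 active = GFP response relative to DMSO above a set limit, near the screen mean plus 3 SD, cut at about 150% in these data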;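 also: ratio of well median GFP fluorescence to mean of DMSO wells on the plate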
LAP4-GFP MLPCN: yeast TOR pathway LAP4-GFP modulation; GFP response vs DMSO, % at 10 µM; S. cerevisiae LAP4-GFP multiplex, flow cytometry GFP, 3 h; median GFP as percent of DMSO wells; 320,000 compounds, 0.34% hits; AID 2023;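 active = GFP response vs DMSO above a set limit, about the screen mean plus 3 SD, cut at about 150% in these data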
MEP2-GFP yeast: yeast TOR pathway MEP2-GFP modulation. GFP response vs DMSO, % at 10 µM. 330,000 compounds, 0.51% hits. S. cerevisiae MEP2-GFP strain, flow cytometry GFP, 3 h; 100% = DMSO control level. AID 2016;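 active = GFP response versus DMSO above a set limit, roughly screen mean plus 3 SD, cut at about 180% in these data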;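 also: median GFP fluorescence of the barcode-gated MEP2-GFP cells per well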
AGP1-GFP MLPCN: alters AGP1-GFP fluorescence in TOR pathway yeast screen; S. cerevisiae AGP1-GFP multiplex flow cytometry, 3 h; GFP as percent of DMSO wells; GFP response vs DMSO, % at 10 µM; 320,000 compounds, 0.02% hits; AID 2066;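 active = GFP response relative to DMSO above a set limit, near screen average plus 3 SD, cut at about 150% in these data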;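 also: median GFP channel fluorescence of the gated AGP1 strain per well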
* marks the source's active call; other numbers are inactive results; . = not tested or not shown.

Compound	RPL19A-GFP yeast	proCasp7 act	AHR act	procasp3 activ	CIT2-GFP yeast	LAP4-GFP MLPCN	MEP2-GFP yeast	AGP1-GFP MLPCN
COc1ccc2c(c1)O[C@@H](c1cccc(C(F)(F)F)c1)[C@H](O)C2=O	94	-46	27	-22	100	95	85	82
CC(C)c1ccc(-c2nnn(Cc3nc4ccccc4s3)n2)cc1	105	-6	2	1	110	107	100	109
O=C(CN(C(=O)c1csnn1)c1ccc(Cl)cc1)NC1CCCC1	104	-7	0	0	99	104	110	102
CCOC(=O)c1c(-c2cccs2)csc1NC(=O)CN1CCOCC1	98	8	13	2	92	104	94	93
O=C(COC(=O)c1ccc(S(=O)(=O)N2CCOCC2)cc1)NC1CCCC1	105	3	4	6	112	101	107	104
CCN1C(=O)[C@H]2[C@@H](c3ccc(-c4ccccc4)cc3)N[C@@](Cc3ccccc3)(C(=O)OC)[C@H]2C1=O	98	-5	2	-7	97	127	102	88
COc1cc(C)c(S(=O)(=O)N2CCCC2)cc1C(C)C	94	-8	1	1	85	111	102	95
COc1ccc(/C(C)=N/Nc2nccnc2Cl)cc1	92	5	0	13	83	91	94	91
CCCN1CCC(=NNc2ccc(S(=O)(=O)N(CC)CC)cc2[N+](=O)[O-])CC1	99	4	1	-3	100	100	97	105
O=C(Nc1ccc(Cl)cn1)c1ccccc1[N+](=O)[O-]	99	5	13	6	97	101	97	100

Compound	RPL19A-GFP yeast	proCasp7 act	AHR act	procasp3 activ	CIT2-GFP yeast	LAP4-GFP MLPCN	MEP2-GFP yeast	AGP1-GFP MLPCN
O=S(=O)(NCCSCc1ccc(Cl)cc1Cl)c1ccc2c(c1)OCCO2	95	2	-1	2	102	103	104	94
COc1cc(OC)nc(NC(=O)COC(=O)C2CCCCC2)n1	94	2	4	1	102	96	97	95
CC12CCC(C(=O)NNC(=O)c3ccc(Br)cc3)(OC1=O)C2(C)C (stereo unspecified)	103	2	1	-8	100	99	100	102
O=C1COc2ccc(NC(=O)c3ccccc3C(=O)O)cc2N1	115	9	0	4	112	100	111	114
CC(C)(C)c1cc(NS(=O)(=O)c2ccc(Br)s2)no1	107	-3	0	-10	95	81	96	87
N#CCC(=O)Nc1ccc(C(=O)NCC(c2ccco2)N2CCCCC2)cc1 (stereo unspecified)	89	4	-1	2	93	94	89	95
c1ccc(CN2CCN(c3nc4ccccc4n4cnnc34)CC2)cc1	96	-5	-8	3	88	94	90	99
COc1ccc(C(=O)NC(=S)Nc2ccc(CN3CCOCC3)cc2)cc1	87	6	-1	5	107	151*	150	142
O=C(O)/C=C/C(=O)Nc1ccc(C(=O)c2ccccc2)cc1	96	-4	0	-8	88	109	94	94
O=C(Cn1nnc(-c2cc(Cl)ccc2-n2cnnn2)n1)N1CCCc2ccccc21	99	3	4	-3	89	97	99	94

Compound	RPL19A-GFP yeast	proCasp7 act	AHR act	procasp3 activ	CIT2-GFP yeast	LAP4-GFP MLPCN	MEP2-GFP yeast	AGP1-GFP MLPCN
CC1CCc2onc(C(=O)NCc3ccco3)c2C1 (stereo unspecified)	100	8	-4	3	98	100	101	103
COc1ccc(N2CCN(C(=O)C(OC(C)=O)c3ccccc3)CC2)cc1 (stereo unspecified)	100	-8	1	1	109	105	105	104
CC(CC(=O)Nc1ccc(Cl)c([N+](=O)[O-])c1)c1ccccc1 (stereo unspecified)	99	10	-1	4	.	103	96	92
C(=N\c1nc2ccccc2n1CCN1CCCCC1)/c1ccc2c(c1)OCO2	107	-33	2	2	111	109	109	109
O=C(Nc1ccc(S(=O)(=O)N2CCCCC2c2cccnc2)cc1)c1c(F)cccc1F (stereo unspecified)	98	-1	1	2	103	95	97	98
CCOCCCNC(=O)C(NC(=O)c1ccc(NC(C)=O)cc1)c1ccc(OC)cc1 (stereo unspecified)	102	3	-2	0	91	83	99	88
CCc1nnc(NC(=O)CCC(=O)N2CCCC(O)C2)s1 (stereo unspecified)	100	17	0	-4	100	94	100	95
CCOC(=O)/C(C#N)=C\c1cn(C)c2ccccc12	97	-5	0	-3	97	98	102	87
O=C(CCc1ccccc1)NNc1ccc(F)cc1	96	-1	2	5	93	100	102	103
C=CCn1c(SCC(=O)NC2CCCCC2)nnc1C(C)NC(=O)c1cccs1 (stereo unspecified)	97	13	0	-2	105	98	106	101

Molecules listed so far that contain a furan ring, fused or not (2):
Compound	RPL19A-GFP yeast	proCasp7 act	AHR act	procasp3 activ	CIT2-GFP yeast	LAP4-GFP MLPCN	MEP2-GFP yeast	AGP1-GFP MLPCN
N#CCC(=O)Nc1ccc(C(=O)NCC(c2ccco2)N2CCCCC2)cc1 (stereo unspecified)	89	4	-1	2	93	94	89	95
CC1CCc2onc(C(=O)NCc3ccco3)c2C1 (stereo unspecified)	100	8	-4	3	98	100	101	103

The results go on.
Compound	RPL19A-GFP yeast	proCasp7 act	AHR act	procasp3 activ	CIT2-GFP yeast	LAP4-GFP MLPCN	MEP2-GFP yeast	AGP1-GFP MLPCN
CCOC(=O)C1CCN(C(=O)COc2cc(C)c(Br)cc2C)CC1	97	0	6	1	91	123	102	90
Cc1c(Nc2nc3ccccc3nc2NS(=O)(=O)c2cccs2)c(=O)n(-c2ccccc2)n1C	98	-1	-3	-6	94	98	116	106
Cc1ccc(C(=O)O)cc1N1C(=O)c2cccc3c([N+](=O)[O-])ccc(c23)C1=O	109	-3	1	0	141	108	157	92
CCOc1cc(C2NC(=O)NC2=O)ccc1O (stereo unspecified)	101	0	-4	-5	104	101	106	103
COC(=O)c1cccc(NC(=O)CCc2cc(OC)c(OC)c(OC)c2)c1	97	7	-2	0	99	88	96	97
Cc1c(C(=O)NCCN2CCOCC2)oc2ccc(S(=O)(=O)N3CCCCCC3)cc12	96	-10	0	-1	93	96	94	94
O=c1c2ccccc2oc2ccc(C#CC3(O)CCCCC3)cc12	102	2	-10	9	80	106	84	79
COc1ccc(-n2ncc3c(N4CCCCC4)ncnc32)cc1	97	-5	-9	-5	95	108	101	96
O=C(C1CCCN(S(=O)(=O)Cc2ccccc2)C1)N1CCC(Cc2ccccc2)CC1 (stereo unspecified)	90	1	-2	-6	88	92	91	88
CC(C(=O)NCC1CCCO1)N1C(=O)C2C3CC(C(Br)C3Br)C2C1=O (stereo unspecified)	96	-4	-2	4	100	102	94	101

Given field by field: part of the list above.
COc1ccc2c(c1)O[C@@H](c1cccc(C(F)(F)F)c1)[C@H](O)C2=O
  RPL19A-GFP yeast: 94 | proCasp7 act: -46 | AHR act: 27 | procasp3 activ: -22 | CIT2-GFP yeast: 100 | LAP4-GFP MLPCN: 95 | MEP2-GFP yeast: 85 | AGP1-GFP MLPCN: 82

O=C(CN(C(=O)c1csnn1)c1ccc(Cl)cc1)NC1CCCC1
  RPL19A-GFP yeast: 104 | proCasp7 act: -7 | AHR act: 0 | procasp3 activ: 0 | CIT2-GFP yeast: 99 | LAP4-GFP MLPCN: 104 | MEP2-GFP yeast: 110 | AGP1-GFP MLPCN: 102

Additional results.
Compound	RPL19A-GFP yeast	proCasp7 act	AHR act	procasp3 activ	CIT2-GFP yeast	LAP4-GFP MLPCN	MEP2-GFP yeast	AGP1-GFP MLPCN
COC(=O)CCSCC(=O)Nc1nnc(C)s1	95	-5	3	0	95	90	97	92
COc1cccc(CN(C)Cc2cc(=O)oc3cc(O)c(Cl)cc23)c1	92	2	1	0	100	91	97	95
Fc1cccc(-c2cc3nc4c(c(N5CCC6(CC5)OCCO6)n3n2)CCCC4)c1	101	3	3	-5	84	119	104	89
N#Cc1ccccc1NC(=O)C1SC(=Nc2ccccc2)C(C(=O)Nc2ccc(Cl)cc2)=C1N (stereo unspecified)	101	7	29	-2	102	97	114	101
CCN(CC)CCN1C(=O)C(O)=C(C(=O)c2cccs2)C1c1ccc(C)o1 (stereo unspecified)	95	-84	0	-42	.	91	93	93
C/C(=N\NC(=O)C(N)=O)c1ccc(O)cc1O	98	6	5	-2	100	94	98	101
CCc1noc(C)c1C(=O)N(CC)c1nc2c(C)cccc2s1	99	5	0	1	110	108	100	112
CCn1c(CNC(=O)COc2c(C)cccc2C)nnc1SCC(=O)Nc1nccs1	100	-3	-2	8	98	104	104	103
N#Cc1ccc(S(=O)(=O)N2CCC(N3CCCCC3)CC2)cc1	97	11	-2	8	90	86	87	90
Cc1ccc(C(=O)Nc2ccc(N3CCN(C)CC3)cc2)cc1C	99	5	3	1	90	95	97	99

Compound	RPL19A-GFP yeast	proCasp7 act	AHR act	procasp3 activ	CIT2-GFP yeast	LAP4-GFP MLPCN	MEP2-GFP yeast	AGP1-GFP MLPCN
COCCN(C(=S)Nc1ccc(OC)cc1)C1CCN(C(C)C)CC1	104	-4	0	-6	109	105	111	104
Cc1ccc(P(=O)(CO)c2ccc(C)cc2)cc1	91	3	0	0	94	100	94	91
O=C(NC(NCc1ccccc1)C(Cl)(Cl)Cl)c1cccnc1 (stereo unspecified)	99	4	0	-8	96	95	100	97
O=C(O)c1ccc(CSc2nc(-c3ccccc3)cc(C(F)(F)F)n2)cc1	103	-4	-1	2	98	94	102	99
CCNC(=S)N1CCN(CCN=CC2=C(O)CC(c3cccs3)CC2=O)CC1 (stereo unspecified)	104	12	6	-2	99	102	105	103
COc1ccc(NC(=S)N2CCC(c3nc4ccccc4[nH]3)CC2)c(OC)c1	97	-19	1	-1	100	100	100	99
CN1C(=O)NC(c2ccc(O)cc2)C2=C1CN(c1cccc3ccccc13)C2=O (stereo unspecified)	103	-3	12	4	.	103	102	105
O=C(CCc1nnc(C2CCCCC2)o1)N1CCN(c2ccccc2F)CC1	98	6	11	1	101	96	100	99
CC(NC(=O)c1cc2c(cc1Cl)N1CCCCCC1=NS2(=O)=O)c1ccc(S(N)(=O)=O)cc1 (stereo unspecified)	92	2	-1	5	94	94	100	96
O=C(COC(=O)Cn1cnc2ccccc2c1=O)Nc1cc(Cl)ccc1[N+](=O)[O-]	96	2	15	0	95	102	104	97
CC(C)n1c(=NC(=O)c2ccco2)c(C#N)cc2c(=O)n3ccccc3cc21	82	-27	0	-29	83	93	117	60
Cc1c(S(=O)(=O)Nc2ccc3c(c2)OCCO3)c(=O)n(C)c(=O)n1C	102	-2	-1	6	110	108	105	106
Cn1nccc1C(=O)NC1CC(C)(C)Cc2c1cnn2-c1ccc(F)cc1 (stereo unspecified)	101	13	-2	-2	100	94	98	100
